High-throughput results deposited in PubChem BioAssay by National Center for Advancing Translational Sciences (NCATS).
Mito fusion yeast: inhibitors of mitochondrial division or activators of mitochondrial fusion; S. cerevisiae fusion-defective mutant growth rescue, CellTiterGlo 48 h; Potency, µM (highest dose often 46.1 µM), for the others: top-dose growth rescue (activation), hits mostly activators; 320,000 compounds, 0.23% hits; AID 485298;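 note: potency is the fitted concentration of half-maximal effect; % of control where 0% means no effect; nearly all actives have a fitted effect of over 45% in size; temperature-sensitive fusion mutants such as fzo1-1 at 37 °C on non-fermentable ethanol glycerol medium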
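Compounds are tested for their ability to restore growth of mitochondrial fusion-defective yeast strains at non-permissive 37C in YPEG medium over 48 hours. Viability is quantified by luciferase luminescence.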
TCR activator: T cell receptor activation; primary human leukocytes, anti-CD3, IL-2 HTRF, 48 h; Potency, µM (series often up to 9.22 µM), inactives show at the top dose activation of IL-2 secretion, usual class: activators; 330,000 tested, under 10 active; note: % of control where 0% means no effect
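1) Mix primary human leukocytes, a-CD3 beads and compound. 2) Incubate 48 hr. 3) Add HTRF IL-2 reagents (a-IL-2-K, a-IL-2-d2).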
Tb PFK block: blocks T. brucei phosphofructokinase; T. brucei PFK, ADP-Glo luminescence; AID 485367; Potency, µM (titrated, usually from 57.5 µM), inactives show at the top dose activity, negative = inhibition, usual class: inhibitors; O15648; 330,000 compounds, 0.17% hits;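 note: potency is the fitted concentration of half-maximal effect; 0% = uninhibited 1x PFK enzyme wells and -100% = no-enzyme wells; nearly all actives have a fitted effect of over 60% in size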
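Compounds were pin-transferred as a titration series up to 57 uM into substrate buffer (0.5 mM F6P, 0.1 mM ATP, pH 8.0), then 1.25 nM PFK was added and reactions ran 45 min before ADP-Glo detection.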
ASM inhibitor: blocks human secretory acid sphingomyelinase; P17405; placental ASM, HMU-PC fluorogenic substrate, 60 min; Potency, µM (top dose mostly 57.5 µM), for the others: at the top dose activity change, negative = inhibition, most hits filed as inhibitors; 340,000 compounds, 0.006% hits; note: potency is the fitted concentration of half-maximal effect
Target sequence (P17405 47-631 limits assumed): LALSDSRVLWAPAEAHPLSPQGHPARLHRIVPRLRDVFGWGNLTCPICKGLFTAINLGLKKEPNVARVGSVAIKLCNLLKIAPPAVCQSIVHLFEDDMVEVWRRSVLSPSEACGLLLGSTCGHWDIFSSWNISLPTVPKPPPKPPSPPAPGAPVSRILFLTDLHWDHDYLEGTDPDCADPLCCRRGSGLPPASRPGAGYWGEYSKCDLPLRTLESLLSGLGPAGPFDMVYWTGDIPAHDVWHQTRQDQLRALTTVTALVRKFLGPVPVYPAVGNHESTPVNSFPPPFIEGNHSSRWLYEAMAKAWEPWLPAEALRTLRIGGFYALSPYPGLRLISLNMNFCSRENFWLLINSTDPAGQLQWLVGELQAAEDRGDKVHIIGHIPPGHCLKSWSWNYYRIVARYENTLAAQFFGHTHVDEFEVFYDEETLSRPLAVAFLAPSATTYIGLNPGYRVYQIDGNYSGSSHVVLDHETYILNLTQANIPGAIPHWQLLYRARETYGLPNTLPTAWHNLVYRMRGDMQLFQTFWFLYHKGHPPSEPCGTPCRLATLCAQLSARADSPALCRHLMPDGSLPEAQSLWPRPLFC
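HMU-PC0 cleavage (9 uM final) by human placental ASM, 60 min at 37 °C following 10 min compound exposure at RT; stopped at pH 10, fluorescence Ex 386/Em 447 nm.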
Chronic BCR inh: blocks chronic active B-cell receptor signaling | 340,000 compounds, 0.05% hits | Potency, µM (top dose mostly 46.1 µM), inactives show top-dose ratio change, negative = lower green/red ratio, usual class: inhibitors | ABC-DLBCL IkBa-CBG/CBR reporter, luminescence ratio, 4 h | AID 493014; active = well fitted inhibition curve with a large enough effect in the signal ratio, with a control signal flat, not every such curve was filed as active; inconclusive = small, poorly fitted or top-dose-only effect, or effect the other way, or a change in a side signal; the % refers to the signal ratio;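 note: potency is the fitted concentration of half-maximal effect; plate controls were basal doxycycline-induced cells for no effect and cells given 10 µM MG132 for full effect; MG132 reads +100%, hits lower the ratio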
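Doxycycline induced both beetle luciferases in TMD8 lymphoma cells; IKK-driven degradation limits the IkappaBalpha-fused green signal, while red luminescence normalises for cell number and nonspecific effects. Compounds tested up to 46 uM, 4 hrs.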
Integrin act MD: activates integrin-mediated alleviation for muscular dystrophy. AID 624291. Potency, µM (highest dose often 38.3 µM), for the others: top-dose activation, most hits filed as activators. 350,000 compounds, 0.064% hits. alpha7betagal myoblasts, beta-gal FDG fluorescence, 48 h;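 note: potency is the fitted concentration of half-maximal effect; 100% = response of the positive control SU9516; nearly all actives have a fitted effect of over 60% in size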
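alpha7betagal+/- myoblasts (passage 13, 250/well) treated 48 h at 37C with compounds at 1:260 dilution of DMSO stock. Lysed, then beta-galactosidase activity read as FDG fluorescence (ex 480/em 540) after 30 min, with pre-read for autofluorescence.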
Eya2 phos inh: inhibitors of human Eya2 phosphatase activity | 330,000 compounds, 0.006% hits | recombinant Eya2, OMFP fluorescence dephosphorylation (OMFP is methylfluorescein phosphate) | Potency, µM (series often up to 76.9 µM), without a hit: top-dose activity, negative = inhibition, hits mostly inhibitors | AID 488837 | O00167; note: potency is the fitted concentration of half-maximal effect; % is set by controls: 0 for no effect and ±100 for the full control effect
Target sequence (O00167 whole entry, looked up): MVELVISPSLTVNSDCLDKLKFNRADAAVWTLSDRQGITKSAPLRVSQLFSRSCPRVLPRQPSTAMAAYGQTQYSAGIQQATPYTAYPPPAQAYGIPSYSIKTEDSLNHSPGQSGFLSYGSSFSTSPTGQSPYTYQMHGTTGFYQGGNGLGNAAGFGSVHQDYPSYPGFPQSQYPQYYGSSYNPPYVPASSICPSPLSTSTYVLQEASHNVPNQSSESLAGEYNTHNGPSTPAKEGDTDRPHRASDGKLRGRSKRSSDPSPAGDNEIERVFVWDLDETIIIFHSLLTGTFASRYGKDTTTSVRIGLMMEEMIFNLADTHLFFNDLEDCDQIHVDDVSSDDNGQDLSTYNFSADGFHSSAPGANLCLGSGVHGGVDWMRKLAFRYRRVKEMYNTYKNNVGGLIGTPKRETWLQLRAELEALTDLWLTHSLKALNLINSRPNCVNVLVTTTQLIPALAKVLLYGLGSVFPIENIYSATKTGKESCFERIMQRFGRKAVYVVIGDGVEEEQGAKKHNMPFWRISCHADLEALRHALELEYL
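Eya2 protein (added as 0.2 uM solution) was preincubated with compound for 10 min at ambient temperature in 50 mM HEPES pH 7.5, 50 mM NaCl, 5 uM MgCl2, 0.05% BSA, 1 mM DTT. OMFP (added at 50 uM) then reacted 10 min; fluorescence read at 485/525 nm.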
ELG1 DNA repair: blocks ELG1-dependent DNA repair in HEK293T cells; Potency, µM (doses to about 46.1 µM), for the others: top-dose activity change, negative = inhibition, hits mostly inhibitors; HEK293T ELG1-luciferase reporter, luminescence, 16 h; DNA damage induced by 5-fluorouridine; 330,000 compounds, 2.3% hits; AID 504467; note: potency is the fitted concentration of half-maximal effect; % is set by controls: 0 for no effect and ±100 for the full control effect; nearly all actives have a fitted effect of over 55% in size
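Quantitative HTS, concentration-response format. 2,000 cells/well co-treated with 5-fluorouridine and compound, 16 hr in 5% CO2 at 37 °C; ONE-Glo luminescence read after 30 min.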
TSHR antag: blocks TSH signaling through the human TSH receptor; P16473; TSHR-expressing cells, TSH-stimulated cAMP HTRF, 2 h; hits give low values; activity change, negative = inhibition, % at 11.5 µM; 330,000 compounds, 0.2% hits; AID 504810;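 active = activity change below a set negative limit, meaning inhibition stronger than a set level, cut at about -70% in these data; inconclusive = activity change between two set negative limits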; note: % is set by controls: 0 for no effect and ±100 for the full control effect
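TSHR-expressing cells, 200/well, pre-treated with compound, then stimulated with EC80 TSH (4nM final) for 2 hours at 37 deg C. cAMP measured by competitive HTRF: anti-cAMP cryptate antibody in lysis buffer plus cAMP-d2, read after 30 minutes at room temperature.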
PTAP TSG101 blk: blocks PTAP/TSG101 interaction to inhibit HIV-1 budding; Q99816; Fluorescence polarization, FITC-PTAP peptide / Tsg101 binding; Potency, µM (top dose mostly 115 µM), for the others: at the top dose activity change, negative = inhibition, usual class: inhibitors; 340,000 tested, under 10 active; AID 493005; active = well fitted inhibition curve with a large enough effect in the main read-out, with a control signal flat, not every such curve was filed as active; inconclusive = small, poorly fitted or top-dose-only effect, or effect the other way, or a change in a side signal; inactive = no such curve, though single readings can be large or run the other way; note: potency is the fitted concentration of half-maximal effect; % of control where 0% means no effect
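Compounds were pin-transferred onto Tsg101 binding domain (10 uM final) in HEPES pH 7.5 buffer, then FITC-PTAP peptide was added at 50 nM final. After 20 min at RT, polarization reported peptide displacement across a qHTS concentration series.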
AT treatment: candidate therapy for ataxia-telangiectasia | 320,000 compounds, 0.19% hits | Potency, µM (top dose mostly 57.5 µM), for the others: at the highest dose activation, most hits filed as activators | AID 485349 | […] A-T fibroblasts, KAP-1 phosphorylation AlphaLISA; neocarzinostatin DNA damage 30 min before lysis; note: potency is the fitted concentration of half-maximal effect; % of control where 0% means no effect; nearly all actives have a fitted effect of over 45% in size
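ATM-like activity read as KAP-1 phosphorylation via AlphaLISA donor/acceptor antibody pairs after lysis and 6 hr at 25C. Cells were ATM-null patient fibroblasts ([…], hTERT), dosed 60 min, then exposed to the DSB inducer NCS for 30 min.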
Numbers without * were called inactive; [ ] = dose if it differs, or a comment. Unless noted, calls come from the whole dose curve; as a rule, active = well fitted curve in the direction sought with a large enough effect; inconclusive = small, poorly fitted or top-dose-only effect, or another doubt; inactive = no such curve, though single readings can be large; an effect the other way counts as inactive or inconclusive.

Screening Cc1cccc2nc(CSc3ccccc3C(=O)O)cn12 returned Mito fusion yeast 1%, TCR activator -6%[46.1 µM], Tb PFK block 0%, ASM inhibitor 0%, Chronic BCR inh 1%, Integrin act MD 45%, Eya2 phos inh 1%, ELG1 DNA repair inconclusive, TSHR antag 12, PTAP TSG101 blk 0% and AT treatment 3%.
`COC(=O)c1ccc(C)c(NS(=O)(=O)c2ccc3c(c2)OCCO3)c1` gave Mito fusion yeast 3%, TCR activator 3%, Tb PFK block 0%, ASM inhibitor -1%, Chronic BCR inh inconclusive, Integrin act MD 10%, Eya2 phos inh 4%, ELG1 DNA repair inconclusive, TSHR antag -4, PTAP TSG101 blk 1% and AT treatment -8%.
Screening COc1ccc(NC(=O)CN(C)C(=O)C(C)Sc2ccccc2)cc1 (stereo not drawn) returned Mito fusion yeast 0%, TCR activator -2%, Tb PFK block 1%, ASM inhibitor 1%, Chronic BCR inh -4%, Integrin act MD 10%, Eya2 phos inh 0%, ELG1 DNA repair -2%, TSHR antag 21, PTAP TSG101 blk -2% and AT treatment 0%.
For O=C(Nc1ccc(Cl)cc1)C1CCCN(c2ncnc3c2nc2n3CCCCC2)C1 (stereo not drawn) the results were Mito fusion yeast 9%, TCR activator -7%, Tb PFK block 2%, ASM inhibitor -27%, Chronic BCR inh 8%, Integrin act MD 7%, Eya2 phos inh 1%, ELG1 DNA repair 23µM*, TSHR antag -13, PTAP TSG101 blk 1% and AT treatment 2%.
COc1ccc(CNC(=O)C/C(C)=N/NC(=O)c2cnccn2)cc1 was read as Mito fusion yeast -4%, Tb PFK block 1%, ASM inhibitor 2%, Chronic BCR inh inconclusive, Integrin act MD -18%, Eya2 phos inh -5%, ELG1 DNA repair -9%, TSHR antag -22, PTAP TSG101 blk -2% and AT treatment 0%.
For COc1ccc(Cl)cc1NC(=O)C/C(C)=N/NC(=O)C(=O)NCc1ccccc1 the results were Mito fusion yeast 11%, TCR activator 5%, Tb PFK block 5%, ASM inhibitor -5%, Chronic BCR inh inconclusive, Integrin act MD inconclusive, Eya2 phos inh 1%, ELG1 DNA repair 1%, TSHR antag 9, PTAP TSG101 blk -3% and AT treatment -6%.
CN(C)S(=O)(=O)c1cccc(NC(=O)c2cc(=O)[nH]c(=O)[nH]2)c1 was read as Mito fusion yeast -19%, TCR activator 0%, Tb PFK block -18%, ASM inhibitor 2%, Chronic BCR inh 0%, Integrin act MD -2%, Eya2 phos inh 3%, ELG1 DNA repair 17%, TSHR antag -4, PTAP TSG101 blk -5% and AT treatment -4%.
For O=C(NCc1ccc(F)cc1F)c1cc(COc2c(F)cccc2F)on1 the results were Mito fusion yeast -24%, TCR activator 7%, Tb PFK block 3%, ASM inhibitor 7%, Chronic BCR inh inconclusive, Integrin act MD 0%, Eya2 phos inh -3%, ELG1 DNA repair 7%, TSHR antag -7, PTAP TSG101 blk -3% and AT treatment 4%.
COc1ccc(C(=O)NC(=S)NNC(=O)c2c(-c3ccccc3)noc2C)cc1OC was read as Mito fusion yeast -10%, TCR activator -2%, Tb PFK block 0%, ASM inhibitor -2%, Chronic BCR inh inconclusive, Integrin act MD -21%, Eya2 phos inh -28%, ELG1 DNA repair inconclusive, TSHR antag -2, PTAP TSG101 blk -8% and AT treatment -2%.
For CCCCN(C(=O)c1cc2ccccc2o1)c1c(N)n(CCC)c(=O)[nH]c1=O the results were Mito fusion yeast -4%, TCR activator -3%[46.1 µM], Tb PFK block 5%, ASM inhibitor 7%, Chronic BCR inh -19%, Integrin act MD 22%, Eya2 phos inh 4%, ELG1 DNA repair 8%, TSHR antag -4, PTAP TSG101 blk -1% and AT treatment -4%.
Screening CCOC(=O)C(NC(=O)c1ccccc1Cl)(Nc1ccc(C)c(C)c1)C(F)(F)F (stereo not drawn) returned Mito fusion yeast 1%, TCR activator -2%[46.1 µM], Tb PFK block -1%, ASM inhibitor -1%, Chronic BCR inh -10%, Integrin act MD -12%, Eya2 phos inh -6%, ELG1 DNA repair -1%, TSHR antag -2, PTAP TSG101 blk -5% and AT treatment 6%.
Screening Cc1ccc(C(=O)NC(NCC2CCCO2)C(Cl)(Cl)Cl)cc1 (stereo not drawn) returned Mito fusion yeast 7%, TCR activator 1%[46.1 µM], Tb PFK block 8%, ASM inhibitor 5%, Chronic BCR inh 10%, Integrin act MD 12%, Eya2 phos inh -6%, ELG1 DNA repair -2%, TSHR antag -9, PTAP TSG101 blk -1% and AT treatment 5%.
Screening COc1cc(/C=C2/SC(=S)N(c3ccccc3)C2=O)ccc1Oc1nc(N2CCOCC2)nc(N2CCOCC2)n1 returned Mito fusion yeast -6%, TCR activator -2%[46.1 µM], Tb PFK block -3%, ASM inhibitor -6%, Chronic BCR inh inconclusive, Integrin act MD 29%, Eya2 phos inh -21%, ELG1 DNA repair inconclusive, TSHR antag -18, PTAP TSG101 blk -2% and AT treatment -1%.
For COc1cc(/C=C/c2[nH]c(=O)[nH]c(=O)c2[N+](=O)[O-])cc([N+](=O)[O-])c1O the results were Mito fusion yeast -8%, TCR activator 7%, Tb PFK block inconclusive, ASM inhibitor -5%, Chronic BCR inh 8%, Integrin act MD 5%, Eya2 phos inh -7%, ELG1 DNA repair 13%, TSHR antag -25, PTAP TSG101 blk -3% and AT treatment -13%.
Screening CC(C)(C)NC(=O)CN1C(=O)NC(c2ccccc2)(c2ccccc2)C1=O returned Mito fusion yeast -5%, TCR activator 0%, Tb PFK block -3%, ASM inhibitor 2%, Chronic BCR inh -1%, Integrin act MD 32%, Eya2 phos inh -9%, ELG1 DNA repair 1%, TSHR antag 51, PTAP TSG101 blk 0% and AT treatment 11%.
COC(=O)c1ccc(N/C(=N/S(=O)(=O)c2ccccc2)c2ccccc2)cc1 was read as Mito fusion yeast 0%, TCR activator 3%[46.1 µM], Tb PFK block 1%, ASM inhibitor -2%, Chronic BCR inh 22%, Integrin act MD 3%, Eya2 phos inh 0%, ELG1 DNA repair -6%, TSHR antag -8, PTAP TSG101 blk -3% and AT treatment 4%.
Cc1onc(-c2c(F)cccc2Cl)c1C(=O)OCC(=O)NC1CC1 was read as Mito fusion yeast 0%, TCR activator 3%, Tb PFK block 2%, ASM inhibitor 0%, Chronic BCR inh inconclusive, Integrin act MD 7%, Eya2 phos inh 3%, ELG1 DNA repair 0%, TSHR antag 0, PTAP TSG101 blk -1% and AT treatment -3%.
`O=C(O)C1CC(=O)N(Cc2ccc(F)cc2)C1` (stereo not drawn) gave Mito fusion yeast -2%, TCR activator 2%, Tb PFK block 1%, ASM inhibitor 2%, Chronic BCR inh -1%, Integrin act MD -11%, Eya2 phos inh -18%, ELG1 DNA repair 8%, TSHR antag -16, PTAP TSG101 blk -1% and AT treatment -8%.
`Cc1ccc2cc(C)c(N3CCN(c4ccc(F)cc4)CC3)nc2c1` gave Mito fusion yeast 3%, TCR activator 2%, Tb PFK block 3%, ASM inhibitor -2%, Chronic BCR inh 1%, Integrin act MD 4%, Eya2 phos inh -1%, ELG1 DNA repair 3%, TSHR antag 12, PTAP TSG101 blk -2% and AT treatment 33%.
`COc1ccc(CN2C(=O)CCC2(C)C(=O)NCc2cccnc2)c(OC)c1` (stereo not drawn) gave Mito fusion yeast 2%, TCR activator 3%, Tb PFK block -2%, ASM inhibitor -1%, Chronic BCR inh inconclusive, Integrin act MD 2%, Eya2 phos inh -4%, ELG1 DNA repair -7%, TSHR antag -9, PTAP TSG101 blk -7% and AT treatment 5%.
For Cc1[nH]c2c(ccc3cccnc32)c1C the results were Mito fusion yeast 1%, TCR activator -3%, Tb PFK block -1%, ASM inhibitor 4%, Chronic BCR inh -1%, Integrin act MD 14%, Eya2 phos inh inconclusive, ELG1 DNA repair 15µM*, TSHR antag -3, PTAP TSG101 blk -5% and AT treatment -19%.
Screening CCOc1ccc(C2C(C(=O)c3cccs3)=C(O)C(=O)N2Cc2cccnc2)cc1OC (stereo not drawn) returned Mito fusion yeast -14%, TCR activator 7%, Tb PFK block 0%, ASM inhibitor 0%, Chronic BCR inh inconclusive, Integrin act MD -11%, Eya2 phos inh -13%, ELG1 DNA repair -4%, TSHR antag -3, PTAP TSG101 blk -2% and AT treatment 3%[11.5 µM].
